# TAAR1 antag: antagonists of human TAAR1; inhibition, % at 3 µM; 360,000 tested, 1.5% active; AID 624466; CHO RD-HGA16 TAAR1, Fluo-8 calcium fluorescence, antagonist; Q96RJ0;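 active = inhibition above a per-plate cutoff, the mean inhibition of test compounds on that plate plus 3 SD, cut at about 49% in these data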;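 also: 0% = DMSO plus EC80 beta-PEA response and 100% = DMSO alone without agonist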
# Target sequence (Q96RJ0 whole entry, looked up): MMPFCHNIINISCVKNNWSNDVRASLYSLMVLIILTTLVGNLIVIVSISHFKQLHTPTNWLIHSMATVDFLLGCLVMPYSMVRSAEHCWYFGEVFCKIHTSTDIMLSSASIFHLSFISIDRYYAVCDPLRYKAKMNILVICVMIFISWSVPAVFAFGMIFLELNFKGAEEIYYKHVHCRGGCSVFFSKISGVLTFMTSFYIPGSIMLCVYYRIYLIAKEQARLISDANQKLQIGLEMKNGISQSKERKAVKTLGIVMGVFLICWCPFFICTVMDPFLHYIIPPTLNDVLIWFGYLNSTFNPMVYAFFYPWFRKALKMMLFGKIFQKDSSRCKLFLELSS
#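 Test system: hTAAR1-expressing CHO RD-HGA16 cells, Gα16-coupled; Probe or stimulus: EC80 β-phenethylamine stimulus; Compound dosing: single nominal final test compound concentration of 3 µM; Timing: 140 s kinetic read after compound, 140 s after agonist; Signal: Fluo-8 calcium-sensitive fluorescence; Measure: % inhibition of agonist calcium response; Controls: DMSO and EC80 PEA controls.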
# CHO-K1 Ca PAM: counter-screen for M1 PAMs: effect in parental CHO-K1 cells; activation, % at 3 µM; ATP EC20, Fluo-8 calcium fluorescence; 0% at ATP EC20, 100% at ATP max; 360,000 tested, 0.02% active; AID 602247;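 active = activation above the run cutoff, the mean activation of all test compounds plus 3 SD, cut at about 40% in these data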;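 also: peak over basal fluorescence ratio in a 140 s read after ATP addition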
# CHO-K1 Ca antag: counter-screen for M1 antagonists: effect in parental CHO-K1 cells; ATP-induced calcium, Fluo-8 fluorescence; inhibition, % at 3 µM; 360,000 tested, 0.6% active; AID 602250;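 active = inhibition above a per-plate cutoff, the plate's mean sample inhibition plus 3 SD, cut at about 24% in these data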;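 also: 0% = DMSO plus EC80 ATP and 100% = DMSO alone without ATP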
# M1 ag parental: nonselective activator or artifact in parental CHO-K1 cells; activation, % at 3 µM; 360,000 tested, 0.48% active; Fluo-8 calcium fluorescence; scaled to maximal ATP response, vehicle zero; in the data active = activation above about 15%;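 also: untransfected CHO-K1 host cells lacking M1 receptor as counterscreen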
# GPR7 antag: antagonists of human GPR7 (neuropeptides B/W receptor 1). P48145. GPR7-expressing cells, fluorescence antagonist assay. inhibition, % at 4.4 µM. 290,000 tested, 1.1% active; in the data active = inhibition above about 16%, passing the limit was not always enough;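 also: cells stimulated with the agonist NPW; 0% = agonist with vehicle and 100% = vehicle without agonist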
# Target sequence (P48145 whole entry, looked up): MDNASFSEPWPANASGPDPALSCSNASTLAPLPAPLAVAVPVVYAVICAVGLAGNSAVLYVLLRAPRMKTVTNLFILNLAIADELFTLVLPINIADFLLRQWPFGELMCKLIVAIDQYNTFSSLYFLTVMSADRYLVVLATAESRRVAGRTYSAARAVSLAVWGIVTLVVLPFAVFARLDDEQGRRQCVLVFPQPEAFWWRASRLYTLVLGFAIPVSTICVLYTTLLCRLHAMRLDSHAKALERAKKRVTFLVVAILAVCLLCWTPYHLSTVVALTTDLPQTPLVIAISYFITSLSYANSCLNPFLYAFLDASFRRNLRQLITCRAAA
# OXTR ag: activates the human oxytocin receptor; P30559; CHO-OTR cells, Fluo-8 calcium fluorescence; normalized: DMSO 0%, oxytocin 100%; activation, % at 3 µM; 320,000 tested, 0.32% active;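 active = activation above the mean of all tested compounds plus 3 SD, cutoff set per screening run, cut at about 20% in these data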;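 also: peak over basal fluorescence ratio from a 100 s FLIPR kinetic read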
# CHO parental Ca: counter-screen for OX1R antagonists: effect in parental CHO cells; parental CHO-K1, ATP-induced calcium, Fluo-8 fluorescence; inhibition, % at 5.6 µM; 330,000 tested, 0.63% active; AID 463079;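 active = inhibition above that plate's mean sample inhibition plus 3 SD, cut at about 26% in these data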;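 also: 0% = ATP-challenged DMSO wells and 100% = DMSO wells without ATP; some compounds past the cut are filed as inactive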
#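 Material: Parental CHO cells | Reagent: ATP | Compound dosing: Single nominal dose of 5.6 µM per compound | Detection: Intracellular calcium via Fluo-8 no-wash fluorescent dye | Read-out: % inhibition of ATP-induced calcium mobilization | Benchmarks: Low control ATP plus DMSO, high control DMSO only | Replicates: Singlicate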
# OXTR potentiator: human OXTR potentiation | AID 2445 | 320,000 tested, 0.061% active | CHO-OTR cells, Fluo-8 calcium fluorescence, potentiator mode; 0% = oxytocin EC15, 100% = EC100 | activation, % at 3 µM | P30559;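 active = activation above that plate's cutoff, the mean activation of tested compounds plus 3 SD, cut at about 6.6% in these data, passing the limit was not always enough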;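 also: 100% uses oxytocin at 75 nM as the full agonist control; some results filed as inactive read as strong as hits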
#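 assay system = CHO-OTR cells, human receptor | schedule = compound 6 min at room temperature before oxytocin, 100 s read | detection = Fluo-8 intracellular calcium fluorescence, ex 470-495, em 515-575 nm | evaluation = normalized max/min fluorescence ratio, % activation | control set = EC15 oxytocin alone as 0%, 75 nM oxytocin (EC100) as 100%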
# V1aR counter: counter-screen for oxytocin receptor agonists: human V1a receptor agonists | P37288 | CHO-V1R cells, Fluo-8 calcium fluorescence, agonist mode; 0% DMSO, 100% 3 nM vasopressin | activation, % at 3 µM | 320,000 tested, 0.25% active | AID 2797;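 active = activation above the mean activation of all tested compounds plus 3 SD, per screening run, cut at about 20% in these data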;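 also: signal is peak over basal fluorescence ratio across a 100 second FLIPR read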
# Target sequence (P37288 whole entry, looked up): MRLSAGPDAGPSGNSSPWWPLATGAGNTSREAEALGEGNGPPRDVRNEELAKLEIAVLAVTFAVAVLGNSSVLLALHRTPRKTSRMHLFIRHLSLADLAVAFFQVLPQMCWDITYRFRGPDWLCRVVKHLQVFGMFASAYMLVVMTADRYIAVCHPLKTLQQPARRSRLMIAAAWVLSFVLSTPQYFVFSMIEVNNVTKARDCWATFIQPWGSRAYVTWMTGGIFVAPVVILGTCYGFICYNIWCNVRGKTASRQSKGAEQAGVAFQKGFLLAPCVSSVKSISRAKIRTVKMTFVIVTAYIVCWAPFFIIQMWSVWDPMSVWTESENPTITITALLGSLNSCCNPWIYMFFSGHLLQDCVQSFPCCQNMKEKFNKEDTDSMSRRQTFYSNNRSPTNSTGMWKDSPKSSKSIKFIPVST
# The depositor's hits bear a star; . = no result given. The order is random; any-hit rate near 3.5%.
SMILES,TAAR1 antag,CHO-K1 Ca PAM,CHO-K1 Ca antag,M1 ag parental,GPR7 antag,OXTR ag,CHO parental Ca,OXTR potentiator,V1aR counter
CC1(C)CC(=O)C(C=NCCN2CCN(C(=O)c3ccccc3)CC2)=C(O)C1,18,20,-11,0.6,4,0.1,1,-1,0.4
COc1ccc(NC(=O)CSc2nnc(-c3cccnc3)n2C)cc1,10,10,-16,0.9,-15,0.8,10,0,0.0
CC(=O)c1cccc(NC(=O)N2CCCC2C(=O)NC2CCCC2)c1 (stereo unspecified),6,8,0,0.3,-3,1.5,-2,-6,0.5
CCOC(=O)c1c(NC(=O)C2CCCN2S(=O)(=O)c2cccc3nsnc23)sc(C)c1C (stereo unspecified),-23,17,-7,1.0,.,.,.,.,.
CCCC1(C(=O)O)NC(c2ccccc2O)C2C(=O)N(c3cccc(Cl)c3)C(=O)C21 (stereo unspecified),3,26,-2,0.5,.,0.7,-2,-2,0.4
CCNc1nc(N)nc(Oc2ccc(OCC)nn2)n1,-13,8,-12,-0.2,11,0.6,12,-5,0.7
N#Cc1nc(-c2ccc(F)cc2)oc1N1CCCCC1,7,-9,-10,-1.2,-9,-2.4,-14,-2,-1.4
COC(=O)COc1ccc(Oc2nc(SC)nc(N(C)C)n2)nn1,1,6,-1,0.2,8,0.5,-10,-10,1.2
CCCS(=O)(=O)n1nc(-c2ccccc2)cc1N,-25,8,-7,-0.1,-11,-1.0,-3,-1,0.1
O=C(Nc1cccc(NC(=O)C2CC2)n1)C1CC1,-6,-9,16,0.2,-4,-0.6,-3,-5,0.2
CC1CN(S(=O)(=O)c2cccc(C(=O)NCCc3ccc(S(N)(=O)=O)cc3)c2)CC(C)O1 (stereo unspecified),3,3,-14,1.6,.,0.4,-4,0,-0.6
C[C@@H]1CN([C@H](C)CO)C(=O)CCCn2nncc2CO[C@H]1CN(C)C(=O)Nc1cccc(Oc2ccccn2)c1,-10,8,-12,0.3,.,.,.,.,.
Cc1ccnc(N2CCCC(C(=O)Nc3ccc(C)c(C)c3)C2)n1 (stereo unspecified),-17,18,-12,0.1,-12,-2.2,-16,-5,-0.6
CC(C)C(=O)Nc1cccc(COc2ccc(CN(CCc3ccccc3)C(=O)OC(C)(C)C)cc2)c1,44,9,-9,0.4,.,.,.,.,.
Cc1ccc(S(=O)(=O)N2C[C@H]3[C@H]4C(=O)N(c5ccccc5)C(=O)[C@H]4C[C@H](OC(=O)NCc4ccccc4F)[C@@]3(O)C2)cc1,17,15,-20,1.1,.,.,.,.,.
Cc1cccc(C)c1NC(=O)CCCSc1nnc(N)s1,-9,-1,-4,-0.5,-3,0.6,-7,-3,1.0
CC(=O)NCCCNS(=O)(=O)c1ccc(C)cc1,13,9,-4,13,-14,1.4,-1,1,0.5
Cc1ccc(CNC(=O)c2ccccc2CCc2ccccc2)cc1,50*,-7,-8,3.5,-19,-0.4,-6,-5,-0.9
CCCCN=C1NC(=O)C(CC(=O)Nc2ccc(Cl)cc2)S1 (stereo unspecified),-14,0,-1,-0.5,-8,-1.7,-20,-1,0.9
COC(=O)Nc1ccc(S(=O)(=O)N(CCO)CC(F)(F)C(F)F)cc1,7,4,-13,0.1,-7,-0.2,-10,-6,0.7
CCN(CC)c1nc(N(CC)CC)[nH]c(=O)n1,-4,26,-3,0.2,-11,0.0,-4,-2,-0.4
CCCN1CCN(C(=O)CCCNC(=O)c2ccc(Cl)cc2)CC1,-7,15,-12,-0.1,-2,0.1,-15,-5,-0.5
COP(=O)(OC)c1nc(-c2ccccc2)oc1N1CCOCC1,-8,-10,12,0.1,-3,-0.3,-4,-5,0.1
COc1cccc(-n2c(SCC(=O)O)nnc2-c2cccnc2)c1,-14,3,-11,0.1,3,0.5,0,5,0.1
Cc1cccc(C(=O)N2CCCC(CCC(=O)N3CCN(c4ccccn4)CC3)C2)c1 (stereo unspecified),0,-7,5,15,-13,-0.7,-18,-5,-0.2

# Further results follow:
SMILES,TAAR1 antag,CHO-K1 Ca PAM,CHO-K1 Ca antag,M1 ag parental,GPR7 antag,OXTR ag,CHO parental Ca,OXTR potentiator,V1aR counter
Cc1ccc(NC(=O)CCn2ccc([N+](=O)[O-])n2)nc1,-5,-7,-2,-0.3,-2,-0.3,8,-4,0.9
O=C(Nc1ccc([N+](=O)[O-])cc1)Nc1nc(-c2ccc(Cl)s2)cs1,3,-4,34*,10,-7,17,57*,-11,6.6
Cc1ccc(Cn2c(C)c(C(=O)NCC(C)C)sc2=O)cc1,0,25,-19,1.3,.,.,.,.,.
O=C(N/N=C/c1ccccc1Br)c1ccc(CSc2cccc3cccnc23)cc1,20,20,-8,4.6,-6,-0.8,-25,-5,0.2
CN(C)CCC(=O)N1c2ccccc2Sc2ccc(Cl)cc21,11,10,8,0.3,16,-0.3,-21,1,-0.4
CC(=O)c1cccc(N/C=C\c2nnnn2-c2ccc(F)cc2)c1,5,17,6,15*,1,-0.7,-2,1,-0.5
O=C(NC1CCS(=O)(=O)C1)/C(=C/c1ccc(Cl)cc1)NC(=O)c1ccccc1 (stereo unspecified),-10,-5,7,0.2,-10,-1.1,-5,-2,0.1
Cc1ccc(OCCCCn2ccnc2C)c(C)c1,-30,12,-7,9.1,6,4.4,2,-20,5.2
CCCS(=O)(=O)NC(=O)C1(C)CCN(C(=O)c2ccc(F)c(Cl)c2)C1 (stereo unspecified),-4,12,-5,0.4,.,.,.,.,.
COc1ccc(NC(=O)c2cc3ccccc3cc2OC)cc1,2,4,-6,0.9,3,-1.1,-20,-3,-0.3
CC(=O)n1nc(-c2ccncc2)nc1SCC(=O)Nc1cccc(Cl)c1,-20,8,6,2.6,-3,0.6,-3,-13,0.7
Cc1ccc(NC(=O)c2cc(S(=O)(=O)N3CCC4(CC3)OCCO4)ccc2F)cc1,11,-6,-7,0.7,13,1.5,-13,0,2.2
Cn1c(=O)c2ncn(CC(=O)N/N=C/c3ccco3)c2n(C)c1=O,5,-6,9,-0.2,-7,1.3,-7,5,0.5
c1ccc(Oc2nc3ccccc3n3cccc23)cc1,17,-1,14,0.0,0,-1.8,-7,-10,-1.1
COc1ccc2oc(=O)c(-c3cn4ccc(C)cc4n3)cc2c1,13,11,-20,1.2,-2,-0.5,-14,1,0.4
CC1CCCN(CC(=O)Nc2ccc(S(=O)(=O)N3CCCC3)cc2)C1 (stereo unspecified),-9,-12,3,0.0,-11,0.4,-11,-5,-0.6
O=C(O)CN1CCN(C(c2ccccc2)c2ccccc2)CC1,-21,-2,4,0.4,-8,0.6,-1,2,1.3
c1ccc(OCCCc2nc(-c3cccnc3)no2)cc1,5,-1,-19,1.9,-11,0.4,1,-4,0.2
CCCCNC(=O)CNC(=S)N(Cc1ccccc1F)C1CCCCC1,-26,-8,-12,-0.4,1,-2.3,-5,-3,-1.0
COc1ccccc1N1CCN(C(=O)c2ccc(N3CCCC3=O)cc2)CC1,-15,12,2,1.7,-12,-0.8,12,-14,11
O=c1cc(O)nc(-c2ccccc2)s1,0,13,0,0.3,-6,1.1,-15,1,0.7
CC(=O)N1CCc2cc(Br)cc(S(=O)(=O)N3CCN(c4ccccn4)CC3)c21,-9,26,-9,1.1,-8,0.1,-18,-7,0.8
COc1ccc(Cc2nnc(NCCO)[nH]c2=O)cc1,-14,11,-10,0.2,1,0.9,-9,-1,1.2
C=CCN1CCN(C(CCC)c2nnnn2Cc2ccco2)CC1 (stereo unspecified),32,2,-3,0.6,6,0.1,3,-8,-1.9
O=C(COC(=O)/C=C/c1ccccc1)Nc1nnc(-c2ccccc2)o1,3,12,-10,0.3,.,-1.1,5,-1,1.2

# Further records.
SMILES,TAAR1 antag,CHO-K1 Ca PAM,CHO-K1 Ca antag,M1 ag parental,GPR7 antag,OXTR ag,CHO parental Ca,OXTR potentiator,V1aR counter
CCC(NC(=S)NC1CCCCC1)c1ccc(C)cc1 (stereo unspecified),.,-15,2,0.6,1,.,.,.,.
Cn1nc(C(F)(F)F)cc1-c1ccc(/C=C(\C#N)C(=O)c2ccccc2)s1,-11,-19,8,0.1,-18,0.7,-14,-4,0.5
O=C(/C=C/c1ccc(Br)o1)OCc1nc2ccsc2c(=O)[nH]1,.,1,7,0.0,.,2.6,1,3,0.2
COc1cccc(-c2ncc3ccccc3c2COC(=O)c2ccc(C(C)(C)C)cc2)c1,-11,1,-12,0.2,.,1.3,-45,-8,1.2
CNC(=S)N/N=C/c1cn(CCOc2ccc(OC)cc2)c2ccccc12,16,16,-3,1.8,-3,2.2,-1,1,-0.2
Cc1ccc(C)c(S(=O)(=O)N2CCCC2CNC(=O)C(=O)NC2CC2)c1 (stereo unspecified),0,-1,1,0.6,.,0.5,-8,-1,-0.1
CC(C)(C)c1ccc(C(=O)N/C(=C\c2cccc([N+](=O)[O-])c2)C(=O)Nc2cccc(C(=O)O)c2)cc1,-12,-14,10,-0.3,-17,-0.2,0,0,0.6
Cc1cc(C(C#N)c2ccccc2F)n2ncnc2n1 (stereo unspecified),9,20,-14,1.1,6,-1.4,-10,-17,0.4
Cc1n[nH]c(=O)nc1NC1CCCCC1,-8,17,-11,10,-10,0.6,-2,-11,0.2
CCCC(=O)Nc1cccc(NC(=O)Cc2ccc(Cl)cc2)c1,-24,14,-7,2.6,.,.,.,.,.
CCN(CC)c1ccc(NC(=O)COc2ccc(N(C)S(=O)(=O)c3cccs3)cc2)cc1,-13,-13,2,1.5,-3,-0.7,-4,-20,0.1
Cc1cc(NC(=O)COC(=O)COc2ccc(Cl)cc2C)c([N+](=O)[O-])cc1C,-3,12,-6,0.3,-7,1.5,-3,-2,4.3
Cc1ccccc1OCc1nc(-c2ccc(NC(=O)c3cccs3)cc2)no1,18,21,-6,3.8,-9,1.3,-9,-9,2.5
CCCc1nc(SCc2ccc(OCC)cc2)n[nH]1,10,-19,-7,2.6,1,0.5,0,-7,2.6
Cc1ccc(-c2nnn(CC(=O)N(CC(=O)NCc3ccccc3)c3cccc(C)c3C)n2)o1,42,16,-1,5.3,-4,0.9,-5,-11,2.8
Cc1noc(C)c1S(=O)(=O)NCCc1ccc(S(N)(=O)=O)cc1,5,15,-4,0.3,-3,0.3,-7,-5,1.2
O=C(O)C1CC=CCC1C(=O)N1CCc2ccccc21 (stereo unspecified),-5,-5,-2,0.6,-13,-0.2,-4,-3,0.4

# TAAR1 antag: what is marked active above.
compound | TAAR1 antag | GPR7 antag
Cc1ccc(CNC(=O)c2ccccc2CCc2ccccc2)cc1 | 50* | -19

# Assay outcomes (PubChem BioAssay)
